# Source: PubChem BioAssay
# GSIS activator = GLuc luminescence reporter in INS-1E cells, primary screen for activators of glucose-dependent secretion of insulin | INS-1E GLuc reporter insulin secretion, 2-3 h | activation, % at 16.6 µM | 370,000 compounds, 0.61% hits;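 active = lowest replicate activation of at least 40%, so every replicate reaches that level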;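 also: 0% = median of neutral control wells and 100% = median of IBMX positive control wells; some compounds called inactive have numbers as strong as hits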
# F508del corr = correctors of CFTR F508del function in bronchial epithelial cells. activity (quench increase), % at 7.58 µM. AID 720511. 350,000 compounds, 0.36% hits. CFBE cells, YFP halide quenching; stimulated with forskolin plus potentiator P3; % fluorescence drop versus neutral controls;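 active = mean added fluorescence quench of at least 8% versus neutral control, with both replicates also reaching 8%; inconclusive = only one of the mean or replicate conditions met; inactive = mean below 8% and not both replicates reaching 8%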;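 also: cells transiently co-express mutant CFTR-F508del with the halide-sensitive YFP; corrector assay measuring rescue of mutant channel to the surface after 24 h compound exposure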
# DENV2 CPE = inhibitors of DENV2 cytopathic effect; DENV2-infected cells, cytopathic effect rescue, plate reader; CPE inhibition, % at 9.99 µM; 350,000 compounds, 1.7% hits; AID 651640; in the data active = CPE inhibition above about 20%, passing the limit was not always enough; inconclusive = no clear call, values can overlap the other calls; tested in BHK-21 cells;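 also: 0% = median of neutral control wells and 100% = median of positive control wells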
# EWS-Fli inh = blocks EWS/Fli oncoprotein-driven transcription | A673 NR0B1-luciferase reporter, viability-normalised | inhibition, % at 12.6 µM | 350,000 compounds, 0.67% hits;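 active = mean inhibition of at least 50% after viability correction, with every replicate also passing that limit; inconclusive = mean reaches 50% but only one of two replicates passes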;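 also: firefly luciferase signal divided by Alamar Blue viability fluorescence both relative to DMSO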
# PAX8 inh HTS = lowers PAX8-driven luciferase in RMG-I cells; RMG-I TPO-luciferase reporter, SteadyGlo, 24 h; inhibition, % at 12.6 µM; 360,000 compounds, 1.2% hits;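 active = mean replicate inhibition at least 60% with every replicate also reaching 60%; inconclusive = only one of the two criteria is met; inactive = mean below 60% and not all replicates reaching 60%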;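 also: luciferase light reporting Pax8 driven TPO promoter activity; plate controls were median of neutral control wells for no effect and mitoxantrone controls for full effect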
# miR-122 sensor = inhibitors of miR-122 in Huh7 cells | Huh7 miR-122 Renilla luciferase sensor, 48 h; neutral wells = 0, positive control = 100 | activation (reporter increase), % at 12.5 µM | 340,000 compounds, 0.3% hits;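 active = mean replicate activation score at least 90 and every replicate individually at or above 90; inconclusive = only one of the two criteria met; inactive = neither criterion met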;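 also: higher luciferase means less miR-122 activity so hits act as miR-122 inhibitors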
# FN deposit inh = fibronectin deposition inhibition; AH1F fibroblasts, Alexa488-fibronectin deposition fluorescence, overnight; inhibition, % at 12.6 µM; 350,000 compounds, 0.086% hits;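 active = mean inhibition across replicates of 30% or more, regardless of how many single replicates reach that level; inconclusive = mean under 30% yet at least half of replicates reach 30%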;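 also: positive control wells lacked labelled fibronectin entirely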
#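 Material: AH1F fibroblast monolayer depositing Alexa488-labelled fibronectin into matrix | Input: 10000 AH1F cells/well | Medium: DMEM plus 2% serum, read in PBS | Reagent: Alexa488-fibronectin, 24 nM final in well | Compound dosing: One dose per compound, pinned | Schedule: 1 h adhesion, overnight exposure | Measured by: Fluorescence at 485 nm excitation, 525 nm emission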
# Numbers without * were called inactive; ? = inconclusive; . = not tested or not shown; [ ] = another dose, or the depositor's remark. Not a hit list (roughly 3.9% active in at least one column).
SMILES,GSIS activator,F508del corr,DENV2 CPE,EWS-Fli inh,PAX8 inh HTS,miR-122 sensor,FN deposit inh
CCOC(=O)C1(CCc2ccccc2)CCN(C(=O)c2cnc(C)cn2)CC1,-4.8,0.4,-2.2,-22.5,-7.4,.,-12.4
CCOC(=O)N1CCN(C(=O)C2CCN(c3nnc(-n4cccc4)s3)CC2)CC1,-1.4,0.1,4.3,-1.0,8.0,2.6,1.8
C(=Cc1cccnc1)c1ccncc1,23.8,0.1,-3.9,-3.9,16.2,5.3,3.8
Cc1ccc(OC(=O)N(C)C[C@@H]2OCc3cn(nn3)CCCC(=O)N([C@@H](C)CO)C[C@@H]2C)cc1,10.0,1.1,.,5.3,4.3,-0.1[16.7 µM],-0.7
CCc1cccc(NC(=O)Cn2ncn3c(cc4ccccc43)c2=O)c1,-18.7,-2.1,.,6.3,.,-3.4,.
c1ccc2c(NCC3CCCO3)nc(-c3ccncc3)nc2c1 (configuration not stated),.,.,.,.,4.9,-6.3,8.1
CN(c1ccccc1)S(=O)(=O)c1cc(C(=O)NCCCn2ccnc2)ccc1Cl,-0.8,1.9,-3.5,8.2,7.6,4.5,-6.1
COc1ccccc1-c1cccc(-c2nc(C(=O)NCc3ccncc3)cc3c2[C@H](CCO)N([S@@](=O)C(C)(C)C)C3)c1,-33.7,-1.4,-2.1,8.8,19.4,.,17.5
CC12CCC(=O)N1C(C(=O)OCC(=O)Nc1ccc(C(F)(F)F)cc1)CS2 (configuration not stated),-23.2,-3.0,-5.9,-2.2,12.1,.,3.5
Cc1cc(Cl)c2oc(C(=O)NCCC3CCCCO3)c(C)c2c1 (configuration not stated),-21.7,-4.1,-0.4,.,-160.3,-3.7,0.6
COc1ccc2c(c1)CC/C(=C\c1ccc(OC)c(Cn3nc(C)cc3C)c1)C2=O,.,.,.,.,2.4,6.1,-4.5
CCC(C)(C)n1nnnc1C(c1cc2cc3c(cc2[nH]c1=O)OCO3)N1CCCCC1 (configuration not stated),-3.6,-0.2,-3.4,6.0,.,6.3,.
CN(CC1COc2ccccc2O1)C(=O)c1cc(COc2c(F)cccc2F)on1 (configuration not stated),-1.3,-0.6,9.9,-8.6,3.3,-0.6,5.0
COCCNC(=O)C[C@@H]1C[C@H]2c3cc(NC(=O)Nc4ccc(OC)cc4)ccc3O[C@H]2[C@H](CO)O1,-10.1,0.7,23.0*,-0.8,-17.5,-2.7[16.7 µM],-2.2
CCN(CC)C(=O)CN1CCC(n2c(C)nc3cc(C(F)(F)F)ccc32)CC1,.,.,.,.,17.0,-0.6,-0.4

# Six neighbouring compounds already listed, quoted:
SMILES,GSIS activator,F508del corr,DENV2 CPE,EWS-Fli inh,PAX8 inh HTS,miR-122 sensor,FN deposit inh
C(=Cc1cccnc1)c1ccncc1,23.8,0.1,-3.9,-3.9,16.2,5.3,3.8
Cc1ccc(OC(=O)N(C)C[C@@H]2OCc3cn(nn3)CCCC(=O)N([C@@H](C)CO)C[C@@H]2C)cc1,10.0,1.1,.,5.3,4.3,-0.1[16.7 µM],-0.7
CCc1cccc(NC(=O)Cn2ncn3c(cc4ccccc43)c2=O)c1,-18.7,-2.1,.,6.3,.,-3.4,.
c1ccc2c(NCC3CCCO3)nc(-c3ccncc3)nc2c1 (configuration not stated),.,.,.,.,4.9,-6.3,8.1
CN(c1ccccc1)S(=O)(=O)c1cc(C(=O)NCCCn2ccnc2)ccc1Cl,-0.8,1.9,-3.5,8.2,7.6,4.5,-6.1
COc1ccccc1-c1cccc(-c2nc(C(=O)NCc3ccncc3)cc3c2[C@H](CCO)N([S@@](=O)C(C)(C)C)C3)c1,-33.7,-1.4,-2.1,8.8,19.4,.,17.5

# Next structures
SMILES,GSIS activator,F508del corr,DENV2 CPE,EWS-Fli inh,PAX8 inh HTS,miR-122 sensor,FN deposit inh
COc1ccccc1S(=O)(=O)N(C)C[C@@H]1Oc2ncc(-c3ccc(C)cc3)cc2C(=O)N([C@H](C)CO)C[C@H]1C,-29.4,-3.0,5.5,2.2,.,-6.6[16.7 µM],.
Cc1ccc(S(=O)(=O)Nc2ccc3c(c2)C(=O)N([C@@H](C)CO)C[C@@H](C)[C@@H](CN(C)C(=O)Nc2ccc4c(c2)OCO4)OCCCC[C@@H](C)O3)cc1,-38.6,0.5,0.3,7.7,-2.7,-7.0[16.7 µM],3.4
C[C@H](CO)N1C[C@H](C)[C@@H](CN(C)Cc2ccc(Oc3ccccc3)cc2)Oc2ccc(NS(C)(=O)=O)cc2CC1=O,-4.9,1.3,17.3,6.0,39.2,-0.5[16.7 µM],.
O=C(NCC[C@H]1CC[C@@H](NS(=O)(=O)c2ccc(Oc3ccccc3)cc2)[C@@H](CO)O1)C1CC1,3.5,-2.5,-1.3,0.3,16.0,.,-14.8
CCOC(=O)C1=NN(c2ccc(C)cc2)C2(S1)SC(C(C)=O)=C(C)N2c1ccccc1 (configuration not stated),.,.,.,.,17.3,-3.0,-9.5
Cn1c(=O)oc2cc(S(=O)(=O)N3CCCC(C(=O)NCc4cccs4)C3)ccc21 (configuration not stated),.,2.5,.,-2.7,11.2,3.7,4.0
O=C(NCc1nnnn1-c1ccc(Cl)cc1)c1ccc([N+](=O)[O-])o1,.,-13.0,4.9,0.1,77.5*,-2.1,13.3
COc1ccc([N+](=O)[O-])cc1-n1cccc1,.,.,-6.0,2.5,-15.2,.,-2.6
CCOc1ccc2oc(C(=O)N(CC)CC(=O)Nc3c(F)cccc3F)c(C)c2c1,2.1,0.0,-1.6,-3.0,.,.,-13.0
O=C(CN1CCN(c2cccc(Cl)c2)CC1)NC1CCCc2ccccc21 (configuration not stated),-36.7,0.8,1.3,15.7,15.6,-0.6,3.6
CN1c2ccc(C3=CCCCC3)cc2[C@@H]2[C@@H](CCN2S(=O)(=O)c2ccccc2)[C@@H]1CO,-0.3,1.0,?,-4.9,2.1,-5.9[16.7 µM],5.9
CCOc1ccc(/C=C(\C)C(=O)c2c(C)cc(C)[nH]c2=O)cc1,-8.6,2.5,-4.3,17.1,5.2,4.9,-11.7
COc1ccc(CN2CCC(C(=O)N3CCCC(C)C3)CC2)cc1OC (configuration not stated),19.7,0.9,-3.0,2.3,-2.3,-2.4,6.1
O=C(N/N=C/C(Br)=C/c1ccccc1)C(O)c1ccccc1 (configuration not stated),10.5,-0.1,-6.9,-17.9,52.8,17.0,9.7
COc1ccc([C@H]2CC(=O)C=C(c3cc(F)ccc3OC)C2)cc1,5.8,3.5,1.4,18.0,24.4,8.4,1.0
Cc1cc(-c2ccccc2)cc(=O)[nH]1,-5.6,5.4,-4.7,-14.3,-2.3,0.6,1.6
N#CC(C#N)=C1NC2(CCCC2)Cc2ccccc21,18.3,1.4,-11.7,-7.6,31.1,-3.4,8.3
CCOc1ccc(NC(=O)CN(C)C(=O)C2CCN(C(=O)Nc3ccccc3)CC2)cc1OCC,8.5,-3.0,15.1,-4.5,4.3,-5.6,-4.5
C[C@H](CO)N1C[C@H](C)[C@H](CN(C)C(=O)Nc2ccccc2)Oc2c(NS(=O)(=O)c3ccc(Cl)cc3)cccc2C1=O,-17.6,-2.1,19.7,-8.5,4.6,-3.8[16.7 µM],.
COc1ccc(-c2cc(=O)oc3cc(OCC(=O)N4CCOCC4)ccc23)cc1,-19.8,0.2,-5.6,10.9,-11.9,-1.1,9.2
C[C@H]1CN([C@@H](C)CO)C(=O)Cc2cc(NC(=O)Cn3cnnn3)ccc2O[C@H]1CN(C)S(=O)(=O)c1ccc(F)cc1,12.0,-1.0,17.7,0.5,5.2,1.0[16.7 µM],.
Cn1c(=O)c2ncn(CC(=O)NCCC3=CCCCC3)c2n(C)c1=O,.,.,.,.,-13.8,-6.9,-5.3
CCOC(=O)c1cnc(SCC(=O)N2CCC(C(N)=O)CC2)nc1N,2.9,-0.4,1.9,11.7,5.9,-1.3,-17.9
C[C@@H]1CCCCO[C@H](CN(C)C(=O)CCC(F)(F)F)[C@H](C)CN([C@@H](C)CO)C(=O)c2cc(NS(=O)(=O)c3cn(C)cn3)ccc2O1,3.9,-1.9,-5.1,-4.4,-6.5,-1.2[16.7 µM],.
CO[C@H]1CN(C)C(=O)c2cc(NS(=O)(=O)c3c(C)noc3C)ccc2OC[C@@H](C)NC[C@H]1C,15.4,-0.4,?,-7.8,.,.,5.0
Cc1nc2nc(SCC(=O)N3CCOCC3)nn2c(C)c1Cc1ccccc1,.,.,.,.,-11.3,-1.6,11.5
N#Cc1ccc(C=NN2CCCCCC2)cc1,.,-0.8,-7.0,-87.5,-224.9,-10.1,-0.8
CO[C@H]1CN(C)C(=O)c2ccc(NC(=O)c3ccccc3F)cc2OC[C@H](C)N(CC2CC2)C[C@@H]1C,-1.9,0.3,-10.0,-3.9,.,.,10.7
O=c1n(-c2ccccc2)c(=O)n2n1CC(COc1ccccc1)=C([C@H](O)c1ccccc1)[C@@H]2CO,.,-1.8,14.9,14.2,-4.4,.,.
O=C(CCNC(=O)c1ccco1)Nc1ccc(F)c(Cl)c1,3.2,-1.4,-1.2,-2.6,5.8,-1.1,-3.8
COc1cc(/C=C(\C#N)c2nc3ccccc3o2)ccc1O,0.1,3.0,-3.8,-4.7,6.4,.,-4.7
COc1ccc(N2CCN(C(=O)c3sc4ncn(CC(=O)N5CCCCC5C)c(=O)c4c3C)CC2)cc1 (configuration not stated),-10.9,-1.1,5.3,.,9.8,-8.5,2.4
COc1cc2c(cc1OC)[C@](C)(c1ccccc1)C[C@@H]2NCC=C(C)C,.,-3.8,8.6,0.3,-16.1,.,13.0
COc1ccc(NC(=O)Nc2ccc3c(c2)CC(=O)N([C@H](C)CO)C[C@H](C)[C@H](CN(C)C(=O)Nc2c(C)noc2C)O3)cc1,6.0,-4.9,-2.1,-7.1,-2.4,-7.1[16.7 µM],.
Cc1ccc(NS(=O)(=O)c2ccc3c(c2)NC(=O)C(C)C(=O)N3)cc1C (configuration not stated),.,-2.7,3.2,6.2,8.9,.,.
